Screens: PubChem BioAssay, NCI
Growth percent in the NCI-60 one-dose screen (48 h, 10 µM unless noted): 100 = growth as untreated, 0 = no growth, -100 = all killed.
786-0 – 786-0 renal cancer cells; AID 1794775; hit rate 5.1% among 81,000
RXF 393 – RXF 393 renal cancer cells. AID 1794773. hit rate 6.9% among 77,000
A498 – A498 renal cancer cells; hit rate 5.4% among 76,000
TK-10 – TK-10 renal cancer cells; AID 1794769; hit rate 3.9% among 81,000
ACHN – ACHN renal cancer | hit rate 4.9% among 81,000 | AID 1794771
UO-31 – UO-31 renal cancer; hit rate 5.2% among 81,000
CAKI-1 – CAKI-1 renal cancer; hit rate 4.7% among 75,000; AID 1794772
SN12C – SN12C renal cancer cells; hit rate 3.8% among 81,000; AID 1794767
* hit, by the source's call; x = no result given. The calls were made as follows: active = growth percent below 10; inactive = the rest. Compounds were not picked by outcome (roughly 10% active in at least one column).

SMILES	786-0	RXF 393	A498	TK-10	ACHN	UO-31	CAKI-1	SN12C
CS(=O)(=O)Nc1ccc(CC#N)cc1	106	107	x	99	103	89	94	95
CCn1cc(C(=O)N[C@H]2C(O)[C@@H](O)C(CO)O[C@H]2O)c(=O)c2ccc(C)nc21 (some centres not stated)	106	128	107	96	103	102	94	112
CCN(CC)c1ccnc(SCc2ccccc2)n1	101	97	76	104	112	110	95	97
O=c1[nH]c2ccccc2c2nc3ccccc3c(=O)n12	96	103	87	200	96	85	89	105
COc1ccc(/C=N/n2c(CN3CCCC3)nc3ccccc3c2=O)cc1	102	106	87	91	98	79	100	100
N#Cc1cccc(CN2CCC3=C(C2)C(=O)N(Cc2ccc(Cl)cc2)C2=NCCCN23)c1	44	x	15	60	38	37	x	22
CCCCCCCCCCCCNC1=C(Cl)C(=O)c2ccccc2C1=O	109	113	93	124	94	76	84	85
O=C(COC(=O)c1cc(NS(=O)(=O)c2cccs2)ccc1O)Nc1ccccc1F	97	x	106	159	100	68	107	116
Cc1cc(N2CCCCC2)nc(N(CCNc2ccnc3cc(Cl)ccc23)Cc2ccccn2)n1	45	31	38	84	62	24	54	62
COc1ccc(C2=NN3C(C2)c2cc(Cl)ccc2OC3c2ccncc2)cc1 (configuration not stated)	96	92	100	98	81	45	42	82
Cc1c(C)n(Cc2ccc(F)cc2)c2ccc(C(=O)NCc3ccco3)cc12	107	107	108	116	96	70	93	95
CC(C)CC(C)NCCO (configuration not stated)	110	112	117	97	99	94	110	110
NC1=Nn2c(CCC(=O)c3nc4ccccc4[nH]3)nnc2SC1	96	118	116	159	95	80	99	104
Cn1c(=O)c2[nH]c(NC(N)=S)nc2n(C)c1=O	100	x	78	105	101	101	97	102
COc1ccc2[nH]cc(/C=C3/C(=O)Nc4cc(Cl)ccc43)c2c1	98	81	72	94	61	68	47	81
CCCCCCCCCC1OCC(C)O1 (configuration not stated)	103	103	91	101	109	99	101	103
O=C(CSc1nnc2c(n1)[nH]c1ccccc12)c1ccc(Cl)cc1	97	x	103	136	106	79	96	121
COc1cc(CNS(=O)(=O)c2ccc(C)cc2)ccc1OCc1cn(-c2ccc([N+](=O)[O-])cc2)nn1	101	104	81	112	103	76	92	98
C/C(=C(/C#N)C(=O)O)c1ccccc1	97	109	105	96	102	98	95	109
COc1ccc(-c2cc(-c3cccnc3)c(C#N)c(=O)[nH]2)cc1S(N)(=O)=O	92	96	82	99	97	92	103	100
COc1ccc(-c2cs/c(=N\N=C\c3cccc(C)c3)n2C)cc1	100	120	84	106	91	62	76	90
COc1c(O[C@@H]2OC(CO)[C@@H](O)[C@H](O)C2O)cc2oc3cc(O[C@H]4O[C@H](CO)[C@H](O)C(O)C4O)c(CC=C(C)C)c(O)c3c(=O)c2c1CC=C(C)C (some centres not stated)	100	118	110	101	110	87	105	96
O=[N+]([O-])c1ccc(N/N=C/c2ccco2)nc1	102	108	99	104	100	95	86	99
O=C1CCC(C(=O)N/N=C/c2ccccn2)N1 (configuration not stated)	101	121	112	98	105	90	95	102
COc1cc2ccnc(/C=N\O)c2cc1OC	108	105	68	125	93	94	92	96
Nc1nc(NC(=O)Nc2ccccc2)nn1-c1ccc(S(N)(=O)=O)cc1	100	111	102	107	103	80	95	96
O=C(/C=C\C=C\c1ccccc1)c1ccc([N+](=O)[O-])cc1	98	91	83	100	104	76	115	92
O=C(Nc1cccc(C2=NCCN2)c1)c1ccc(C(=O)Nc2cccc(C3=NCCN3)c2)c([N+](=O)[O-])c1	102	100	90	93	119	94	x	87
COc1ccc(/C=N\NC(=O)Cn2c3ccccc3c3ccncc32)cc1OC	97	103	91	109	98	91	x	100
CCOc1ccc2nc(NC(=O)c3cccc(C(F)(F)F)c3)sc2c1	87	109	65	99	109	94	101	99
O=C1OC2(OC(=O)c3ccccc32)Oc2cc([N+](=O)[O-])ccc21 (configuration not stated)	96	107	97	89	108	91	x	101
CCOC(=O)C1CCN(S(=O)(=O)c2ccc3c(c2)CN(C(=O)C(F)(F)F)CC3)CC1	100	133	89	98	104	91	95	100
COc1ccc(C2=Nn3c(SCC(=O)c4ccc(F)cc4)nnc3SC2)cc1	86	102	95	89	92	76	86	109
CCOC(=O)NC(C(=O)N(C(=O)NC1CCCCC1)C1CCCCC1)C(C)C (configuration not stated)	94	92	93	96	108	83	x	93
CCOC(=O)/C(C#N)=C1/C(=O)Nc2ccccc21	124	117	132	130	102	71	99	96
N/N=C(\N)c1c(N)nc(=S)[nH]c1-c1ccc(Cl)cc1Cl	101	115	125	147	107	86	97	105
CCNS(=O)(=O)c1ccc(Cl)c(Cl)c1	85	106	90	94	105	90	100	x
COc1ccc2nc3cc(Cl)ccc3c(N3CCN(c4ccnc(Cl)n4)CC3)c2c1	98	x	79	77	96	79	95	98
COc1ccc(-c2cc(C(=O)Nc3nc4ccc(OC)cc4s3)nc3cc(-c4ccccc4)nn23)cc1	120	129	124	143	94	78	103	99
CCN1C(=O)/C(=C/C(=O)OC)S/C1=N\NS(=O)(=O)c1ccc(C)cc1	104	112	89	100	105	85	95	96

Only UO-31 and A498 (two entries from above):
molecule | UO-31 | A498
COc1ccc2nc3cc(Cl)ccc3c(N3CCN(c4ccnc(Cl)n4)CC3)c2c1 | 79 | 79
Cc1cc(N2CCCCC2)nc(N(CCNc2ccnc3cc(Cl)ccc23)Cc2ccccn2)n1 | 24 | 38

Next results.
SMILES	786-0	RXF 393	A498	TK-10	ACHN	UO-31	CAKI-1	SN12C
CCC(C)OC(=O)C(O)c1ccccc1 (configuration not stated)	102	105	77	98	107	101	106	104
CCCCOc1nc2ccc(OC)cc2cc1/C=C/C(=O)/C=C(/C=C/c1cc2cc(OC)ccc2nc1OCCCC)OB(F)F	94	110	92	107	106	95	91	98
Cc1cccc(NC(=O)C(C)C)c1	96	x	74	x	97	89	100	102
CC1(CCO)Oc2ccccc2O1	97	104	105	100	101	103	104	x
COc1ccc(C(C#N)CC(=O)c2ccc3c(c2)OCO3)cc1OC (configuration not stated)	104	98	94	106	99	86	86	93
COc1ccc([C@H]2[C@H](C(=O)O)c3ccccc3C(=O)N2c2ccc(OC)cc2)cc1	103	104	81	106	96	75	93	93
C/C(=N/NC(N)=S)c1ccc(C)cc1	101	97	95	102	97	68	100	87
O=C1OCC2=C1C(c1cccc(C(F)(F)F)c1)c1cc3c(cc1N2CCO)OCCO3 (configuration not stated)	26	11	16	54	34	47	31	46
Cc1ccc(CC(=O)Nc2cc(C3(C)CC3)nn2C2CCCCC2)cn1	98	x	86	112	101	86	100	99
Cc1cc2nc(C(C)(C)O)[nH]c2cc1C	111	103	119	133	91	82	100	101
CN(C)CCOC1(CC2CCCCC2)CCC(C(C)(C)C)CC1 (configuration not stated)	72	83	69	92	88	62	75	74
CC(=O)NCC1(c2ccccc2)CCN(CCCC(=O)c2ccc(F)cc2)CC1	119	106	103	92	102	87	101	96
COc1ccc(CCN2C(=O)CCSC2=S)cc1	17	19	83	39	42	60	45	46
CC(C)Cc1cc(-c2cc(CC(C)C)[nH]n2)n[nH]1	99	116	107	113	105	89	93	99
Cc1cc(C)c2c(Cn3nnc(N)c3C#N)cc(=O)oc2c1	83	94	95	85	81	72	79	82
CCCCN(Cc1ccc(C(=O)NO)cc1)C(=O)Nc1ccc(OCCCCCCCCCn2cc(CCCCC(=O)N[C@H](C(=O)N3C[C@H](O)C[C@H]3C(=O)NCc3ccc(-c4scnc4C)cc3)C(C)(C)C)nn2)cc1	70	x	67	88	105	71	62	31
CN(C(=O)c1cc2ccccc2[nH]1)c1ccccc1C(=O)O	101	103	x	118	97	83	96	92
CSc1ccc(NCc2cn(-c3ccc(C(=O)O)cc3)nc2-c2cc(C(F)(F)F)cc(C(F)(F)F)c2)cc1	93	94	83	108	95	79	72	95
COc1ccc(N2C(=O)[C@@H](O[Si](c3ccccc3)(c3ccccc3)C(C)(C)C)[C@H]2/C=C/c2ccccc2)cc1	86	118	82	99	94	83	84	88
COc1cc(OC)c(S(N)(=O)=O)cc1C(=O)/C=C/c1cc(OC)c(OC)c(OC)c1	99	42	x	120	93	84	83	63
CC(=O)Nc1c(C(=O)Nc2ccccc2)sc2nc3c(cc12)C(OC(C)=O)CCC3 (configuration not stated)	72	62	-1.2*	76	60	73	x	90
c1ccc(-n2cc(-c3nn[nH]n3)c(-c3cccs3)n2)cc1	100	117	99	111	99	79	95	94
COc1cc(C2=NN(C(C)=O)C(c3c(C)nn(-c4ccccc4)c3N3CCOCC3)C2)cc(OC)c1OC (configuration not stated)	94	104	89	x	98	82	x	97
COC(=O)c1[nH]cnc1/N=N/N(C)CCO	93	x	121	129	103	85	x	102
O=C(NO)c1ccc(Cn2ccc3c(Nc4ccccc4)ncnc32)cc1	31	x	-14*	2.6*	1.9*	9.5*	11	18
COc1ccc(C(=O)/C=C/c2ccc3c(c2)OCO3)cc1	93	x	79	90	98	89	100	93
CNC(=O)OCCOC1CCC2(C)C(CCC3C2CCC2(C)C(C(C)CCCC(C)C)CCC32)C1 (configuration not stated)	102	94	110	104	94	77	98	94
CCOC(=O)COc1nc(C)cc(C)c1C#N	101	108	105	105	97	87	94	103
COC(=O)[C@]1(C)CCC[C@]2(C)[C@H]3C[C@@H]4[C@H]5[C@@H]6CC/C(=N\N)[C@H]5[C@@]3(CC[C@H]21)C[C@]4(C(C)C)O6	109	109	105	111	95	85	95	105
CC1(C)C(=O)CC[C@]2(C)[C@H]3C(=O)C=C4[C@H]5C[C@](C)(C(=O)N6CCCNCC6)CC[C@]5(C)CC[C@@]4(C)[C@]3(C)CC[C@@H]12	98	115	116	97	101	89	72	94
COc1cccc(COc2ccc(/C=C3/C(=O)Nc4cc(Cl)ccc43)cc2)c1	102	89	93	x	97	75	91	91
COc1ccc(CC(=O)OCC(C)C)cc1	106	115	95	98	113	104	102	104

Quoted at random: 7 compounds from above, in no set order.
SMILES	786-0	RXF 393	A498	TK-10	ACHN	UO-31	CAKI-1	SN12C
O=C(NO)c1ccc(Cn2ccc3c(Nc4ccccc4)ncnc32)cc1	31	x	-14*	2.6*	1.9*	9.5*	11	18
c1ccc(-n2cc(-c3nn[nH]n3)c(-c3cccs3)n2)cc1	100	117	99	111	99	79	95	94
COC(=O)[C@]1(C)CCC[C@]2(C)[C@H]3C[C@@H]4[C@H]5[C@@H]6CC/C(=N\N)[C@H]5[C@@]3(CC[C@H]21)C[C@]4(C(C)C)O6	109	109	105	111	95	85	95	105
COc1cc(C2=NN(C(C)=O)C(c3c(C)nn(-c4ccccc4)c3N3CCOCC3)C2)cc(OC)c1OC (configuration not stated)	94	104	89	x	98	82	x	97
COc1cccc(COc2ccc(/C=C3/C(=O)Nc4cc(Cl)ccc43)cc2)c1	102	89	93	x	97	75	91	91
COC(=O)c1[nH]cnc1/N=N/N(C)CCO	93	x	121	129	103	85	x	102
COc1ccc(CC(=O)OCC(C)C)cc1	106	115	95	98	113	104	102	104
